From PubChem BioAssay
UPR CHOP act = activators of apoptotic arm of unfolded protein response (CHOP); CHO-CHOP luciferase reporter, UPR activation, luminescence; percent of tunicamycin response over DMSO baseline; activation, % at 10 µM; 0.34% of 330,000 active; AID 449763;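 active means at 10 µM dose, activation of 40% or more, normalized to positive control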;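 further: 100% = tunicamycin at 10 µg/mL and 0% = DMSO alone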
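Dosing – one dose, 10 µM in 0.5% DMSO · System – CHO-CHOP cells, stable luciferase reporter of PERK-eIF2a-CHOP signalling · Input – 500 cells/well · Control set – tunicamycin 10 µg/mL final as positive, DMSO-only wells as negative · Timing – 6 h compound treatment, 37 °C · Measure – % activation vs tunicamycin · Technique – luminescence read with Steady-Glo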
tim23-1 inh = inhibits growth of tim23-1 mutant yeast | inhibition, % at 20 µM | 1.3% of 330,000 active | S. cerevisiae tim23-1 growth, BacTiter-Glo luminescence, 24 h | AID 463212;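 active means growth inhibition of the mutant yeast at or above 50%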;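 further: temperature-sensitive mutant grown at 25 °C; plate controls were DMSO-treated mutant yeast for no effect and medium wells lacking yeast for full effect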
Mdm2 MdmX PPI = disrupts the human Mdm2-MdmX interaction. 3% of 330,000 active. SaOS-2 split-luciferase Mdm2/MdmX complementation, luminescence. inhibition, % at 8 µM. O15151+Q00987. AID 485346;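 active means inhibition of at least 50% at 8 µM in the primary screen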
Target sequence (O15151 whole entry, looked up): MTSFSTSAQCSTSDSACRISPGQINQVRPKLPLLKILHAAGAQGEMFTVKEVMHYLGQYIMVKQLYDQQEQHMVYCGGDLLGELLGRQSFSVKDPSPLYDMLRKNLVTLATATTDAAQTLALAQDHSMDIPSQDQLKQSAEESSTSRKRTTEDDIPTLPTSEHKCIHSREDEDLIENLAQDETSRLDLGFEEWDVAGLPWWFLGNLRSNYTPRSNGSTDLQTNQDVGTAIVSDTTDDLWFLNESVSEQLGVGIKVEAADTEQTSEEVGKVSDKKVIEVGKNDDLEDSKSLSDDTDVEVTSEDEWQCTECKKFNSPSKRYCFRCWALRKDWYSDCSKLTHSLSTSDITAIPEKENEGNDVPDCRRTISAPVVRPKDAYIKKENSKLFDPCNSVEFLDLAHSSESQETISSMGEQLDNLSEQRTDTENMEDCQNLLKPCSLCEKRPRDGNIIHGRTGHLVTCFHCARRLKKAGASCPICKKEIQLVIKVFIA
Target sequence (Q00987 whole entry, looked up): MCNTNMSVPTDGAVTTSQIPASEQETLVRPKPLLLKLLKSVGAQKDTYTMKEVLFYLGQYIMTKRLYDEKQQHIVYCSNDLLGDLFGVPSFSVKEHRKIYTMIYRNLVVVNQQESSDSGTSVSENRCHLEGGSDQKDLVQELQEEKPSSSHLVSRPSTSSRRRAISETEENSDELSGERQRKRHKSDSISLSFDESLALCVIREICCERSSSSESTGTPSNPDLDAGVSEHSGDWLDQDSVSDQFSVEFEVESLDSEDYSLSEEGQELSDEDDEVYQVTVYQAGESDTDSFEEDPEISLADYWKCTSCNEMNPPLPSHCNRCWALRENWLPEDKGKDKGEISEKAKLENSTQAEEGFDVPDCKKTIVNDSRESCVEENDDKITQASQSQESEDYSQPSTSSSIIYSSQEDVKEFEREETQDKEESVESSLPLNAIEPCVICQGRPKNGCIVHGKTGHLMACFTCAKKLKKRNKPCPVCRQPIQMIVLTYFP
697 NFkB inh = lowers PMA/ionomycin-induced NF-kB signal in 697 B cells | 0.33% of 330,000 active | 697 B-cell NF-kB luciferase reporter, 16 h | inhibition, % at 4 µM; in the data active means inhibition above about 35%
tim10-1 inh = inhibits growth of tim10-1 mutant yeast; 2.2% of 330,000 active; S. cerevisiae tim10-1 ts strain growth, BacTiter-Glo, 24 h; AID 463190; inhibition, % at 20 µM;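 active means inhibition of at least 40%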;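 further: mutant grown at 25 °C; 0% = DMSO wells with yeast and 100% = wells holding no yeast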
UPR XBP1 act = activators of adaptive arm of unfolded protein response (XBP1); AID 463104; CHO-XBP1 luciferase reporter, IRE1-XBP1 UPR activation, luminescence; percent of tunicamycin response, DMSO as zero; activation, % at 20 µM; 0.33% of 330,000 active;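 active means versus positive control, 20 µM dose yields 30% or more activation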;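 further: 100% = tunicamycin at 10 µg/mL and 0% = DMSO only wells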
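Material: CHO cell line with stable XBP1 luciferase reporter; buffer or medium: F12 medium containing 10% fetal bovine serum; compound: single point, 20 µM final compound, 1% DMSO; incubation: 6 h treatment, 37 °C; measured by: glow luminescence from Steady-Glo reagent; evaluation: activation, % of tunicamycin; control set: tunicamycin high, DMSO low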
Jurkat NFkB inh = inhibitors of the PMA/ionomycin-induced NF-kB reporter in Jurkat cells. PMA/ionomycin-induced NF-kB luciferase reporter, luminescence. inhibition, % at 4 µM. 0.53% of 330,000 active; in the data active means inhibition above about 50%
TIM10 inh = TIM10 yeast growth inhibition; inhibition, % at 10 µM; S. cerevisiae TIM10 strain growth, BacTiter-Glo luminescence, 24 h; 1.4% of 330,000 active;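 active means inhibition of 40% or more at the single tested concentration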;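 further: wild-type TIM10 isogenic control strain grown at permissive 25 °C; 0% = DMSO yeast wells and 100% = minimal medium wells without yeast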
* hit, by the source's call.

SMILES	UPR CHOP act	tim23-1 inh	Mdm2 MdmX PPI	697 NFkB inh	tim10-1 inh	UPR XBP1 act	Jurkat NFkB inh	TIM10 inh
COc1ccc(C2NC(=O)C(=O)/C2=C(\O)c2ccc(Cl)cc2)cc1OC (centres undefined)	-0.8	-1	-5	6	-5	-4	8	4
Cc1nc2ccc([N+](=O)[O-])cc2c(=O)n1Cc1cccc(Br)c1	0.9	16	24	17	-2	-2	4	-20
CC(=O)Nc1cc(C(=O)N(C)Cc2ccccc2)ccc1S(=O)(=O)c1ccc(C)cc1	1.5	10	-2	12	9	-2	10	7
CCOc1ccc(CN(C)CC(=O)NCc2ccccc2Cl)cc1	2.0	14	-3	-5	9	0	-8	-10
COC(=O)N1C/C=C\C(c2ccc(OC)cc2)N(Cc2ccc(F)cc2)C(=O)C1 (centres undefined)	-0.9	12	7	23	27	0	11	11
Cc1cc(N2CCN(C)CC2)nc(N2CCOCC2)n1	-1.9	7	21	17	11	-3	-16	0
CCC/C(=N\NC(=O)c1ccc(OC)c(OC)c1)c1ccccc1	-1.3	9	-24	10	3	0	-1	8
CCCC12CN3CC(CCC)(CN(C1)C3C(O)C(O)C(O)CO)C2=O (centres undefined)	-2.7	9	10	20	0	-1	13	-9
CCS(=O)(=O)N1CCCC(C(=O)NCCCOC(C)C)C1 (centres undefined)	0.9	0	6	9	0	1	-1	-6
Cn1c(C(=O)N2COCC2(C)C)cc2c(=O)n3ccccc3nc21	0.0	11	-25	-8	1	4	0	-1
CCOc1ccc(S(=O)(=O)N/N=C2/CCCC(=O)C2)cc1	-2.2	15	17	14	11	0	10	-3
COc1cccc(CN(C(=O)c2ccccc2)C2CCS(=O)(=O)C2)c1 (centres undefined)	0.8	7	-1	-1	-4	-3	-13	1
CC(C(=O)OCC(=O)Nc1ccc(S(N)(=O)=O)cc1)N1C(=O)c2ccccc2C1=O (centres undefined)	-0.7	-12	5	16	-6	-1	-5	-4
CC(=O)N(Cc1cccnc1)Cc1cc2ccccc2[nH]c1=O	-1.2	6	5	4	14	-1	5	-5
CNC(=O)OCCSCCS(=O)(=O)c1ccc(Cl)cc1	-1.8	6	-14	-12	-4	4	-7	9
COc1ccc(CNC(=O)[C@@H]2CC=C[C@@H]3CCN(Cc4ccccc4)C(=O)[C@@H]32)cc1	1.7	22	-11	-14	21	-1	7	11
COc1ccc(S(=O)(=O)N2CCC(NC(=O)C(Cc3cccc(OC)c3OC)NC(C)=O)CC2)cc1 (centres undefined)	-0.2	1	-10	9	7	0	13	10
COC(=O)NC1c2ccccc2Oc2ccc(C)cc21 (centres undefined)	0.8	-6	3	7	1	-2	-1	11
C/C=C(/C)C(=O)Nc1cccc(C2=NOC3(C2)C[C@H](C(N)=O)N(C(=O)c2ccc(Cl)cc2)C3)c1 (some centres undefined)	1.3	14	-13	19	0	0	11	-6
CC(NC(=O)CSc1ccccc1C(=O)O)C1CC2CCC1C2 (centres undefined)	-1.7	0	15	5	2	2	18	-4
Cc1cccc(-n2c(Cc3ccccc3)nnc2SCc2ccc([N+](=O)[O-])cc2)c1	0.7	39	25	24	29	-1	24	32
Cc1nc2cc(NC(=O)Nc3ccc(Br)cc3)ccc2o1	6.6	8	-178	-119	16	6	-90	10
COc1ccc(C(=O)C2CCCN(C(=O)c3cccc(N(C)C)c3)C2)cc1OC (centres undefined)	7.3	9	-2	-24	4	-3	7	5
CC(=O)c1cn(CC(=O)Nc2ccccc2F)c2ccccc12	3.0	-7	16	-15	-10	-4	11	0
Cc1occc1-c1nnc(SCC(=O)N(C)c2ccccc2)o1	0.7	5	8	4	11	0	-6	6
CC(=O)NCCc1nc2ccccc2n1CCCCOc1ccccc1	-1.3	16	20	-8	21	-2	-40	-7
C/C(CC(=O)Nc1ccc(N(C)C)cc1)=N\NC(=O)c1ccc([N+](=O)[O-])cc1Cl	0.8	14	-5	-10	16	0	-7	3
CC(=O)c1sc(NC(=O)C2CSC3(C)CCC(=O)N23)nc1-c1ccccc1 (centres undefined)	0.7	12	14	-15	4	2	-4	0
Cc1ccc(C)c(C(C)NC(=O)C2C3CCC(O3)C2C(=O)O)c1 (centres undefined)	1.7	-4	-12	-30	0	4	-8	-4
CCOc1ncccc1C(=O)N1CCN(c2ccc(C(F)(F)F)cn2)CC1	1.1	12	24	-1	15	-2	13	-3
Cc1ccc(-c2noc(C3CCCN(C(=O)C4CCCCC4)C3)n2)o1 (centres undefined)	3.4	20	33	-17	36	0	0	3
COc1ccc(OC)c(/C=C2\Oc3cc(OCC(=O)N4CCC[C@H]4C(=O)O)ccc3C2=O)c1	1.5	9	26	23	4	-1	-2	1
CCC(OC(=O)CCc1nc2ccccc2[nH]c1=O)C(=O)c1ccccc1 (centres undefined)	-2.2	9	14	2	7	-1	-6	12
O=C(/C=N/O)NCCCN1CCOCC1	-1.0	6	-7	-10	10	-2	-10	-4
COc1ccc(C)cc1S(=O)(=O)N(CC(=O)O)c1ccc(F)cc1	-0.8	10	24	4	-13	2	-1	-5
CCCc1cc(=O)oc2c(C)c(OCC(=O)N3CCC[C@@H]3C(=O)O)ccc12	0.5	-11	7	10	-6	-1	-1	-5
O=C(NCCN1CCOCC1)c1c[nH]c2ccc(S(=O)(=O)N3CCOCC3)cc2c1=O	2.8	1	10	7	5	-2	-16	-8
CC(C(=O)O)n1c2ccccc2c2cnn(C)c(=O)c21 (centres undefined)	0.8	3	-4	8	11	-5	-9	-7
COC(=O)COc1ccc(S(=O)(=O)N2CCc3ccccc3C2)cc1	-2.4	23	4	10	25	-3	-5	15
Cc1ccc(NC(=O)NCc2ccccn2)cc1	2.2	0	-22	2	2	-1	-10	1
Clc1ccccc1Cn1nnc2c(NCC3CC3)ncnc21	-1.2	20	19	-7	-3	-3	5	10
COn1c(=O)c(-c2ccc(F)cc2)[n+]([O-])c2ccccc21	-0.5	5	23	5	21	-1	-3	12
Cc1ccc(S(=O)(=O)N(C)c2ccc(OC(=O)CN3C(=O)NC4(CCCC4)C3=O)cc2)cc1C	2.6	5	20	-38	4	4	15	19
CC1=NN(c2ccc(C(=O)O)cc2)C(=O)CC1	-1.3	-1	-5	0	-6	-5	16	-8
COc1cccc(/C=C/C(=O)OCC(=O)NC2CC2)c1	0.3	17	-2	7	10	-3	4	13

A different layout for part of the listing above:
COn1c(=O)c(-c2ccc(F)cc2)[n+]([O-])c2ccccc21
  UPR CHOP act: -0.5 | tim23-1 inh: 5 | Mdm2 MdmX PPI: 23 | 697 NFkB inh: 5 | tim10-1 inh: 21 | UPR XBP1 act: -1 | Jurkat NFkB inh: -3 | TIM10 inh: 12

Cc1ccc(S(=O)(=O)N(C)c2ccc(OC(=O)CN3C(=O)NC4(CCCC4)C3=O)cc2)cc1C
  UPR CHOP act: 2.6 | tim23-1 inh: 5 | Mdm2 MdmX PPI: 20 | 697 NFkB inh: -38 | tim10-1 inh: 4 | UPR XBP1 act: 4 | Jurkat NFkB inh: 15 | TIM10 inh: 19

CC1=NN(c2ccc(C(=O)O)cc2)C(=O)CC1
  UPR CHOP act: -1.3 | tim23-1 inh: -1 | Mdm2 MdmX PPI: -5 | 697 NFkB inh: 0 | tim10-1 inh: -6 | UPR XBP1 act: -5 | Jurkat NFkB inh: 16 | TIM10 inh: -8

Following part:
SMILES	UPR CHOP act	tim23-1 inh	Mdm2 MdmX PPI	697 NFkB inh	tim10-1 inh	UPR XBP1 act	Jurkat NFkB inh	TIM10 inh
Cc1sc2ncnc(N(C)Cc3ccco3)c2c1C	-1.7	10	23	-20	12	6	9	-12
CN(C)/C=C(/C(=O)c1ccc(Cl)cc1Cl)S(=O)(=O)c1ccccc1	-1.3	28	11	-1	25	-3	5	23
COc1cc(CNC(C)c2ccccc2)cc(Cl)c1OCC(=O)Nc1ccccc1 (centres undefined)	1.5	20	68*	4	7	1	13	21
CCN(c1ccccc1)S(=O)(=O)c1ccc(NC(=O)c2nc(S(C)(=O)=O)ncc2Cl)cc1	-11	26	99*	-97	39	-11	45	23
C=CCc1cccc2cc(C(=O)NCCOC)c(=O)oc12	0.9	-2	14	5	-9	1	-1	-15
O=C1COc2ccc(S(=O)(=O)Nc3ccc(OC(F)(F)F)cc3)cc2N1	1.6	25	17	-24	19	1	2	10
Cc1cccc(NC(=O)CCC(=O)Nc2nnc(C(F)(F)F)s2)c1	1.7	13	-13	26	-9	-2	9	1
Cc1nn(-c2ccccc2)c(C)c1C(=O)OCC(=O)c1c(N)n(CC(C)C)c(=O)n(C)c1=O	3.0	15	20	-10	27	1	48	24
COCC(=O)Nc1ccc(-c2cn3cccnc3n2)cc1	-0.8	26	10	-6	2	0	-21	-1
COC(=O)CSc1ncnc2c1sc1nc3c(cc12)COC(C)(C)C3	-4.5	17	9	21	-32	-2	24	-2
CCCCNC(=O)c1ccccc1NS(=O)(=O)c1ccc2c(c1)OCCO2	1.1	12	-12	8	27	0	5	22
Cn1nc(SCC(=O)O)sc1=S	0.9	4	-43	-27	19	0	5	2
CC(=O)N1CCN(S(=O)(=O)c2cccc(C(=O)NNC(=O)Cn3ccc(C(F)(F)F)n3)c2)CC1	-0.5	-17	3	-9	-19	-1	1	1
COc1ccc(/C=N/NC(=O)C(=O)Nc2ccccn2)cc1OC	0.1	2	23	-16	4	-2	-5	-9
O=C(COC(=O)Cc1cccs1)Nc1cccc(S(=O)(=O)N2CCOCC2)c1	-0.9	6	20	16	21	-3	12	4
Clc1ccc(OC2CCN(Cc3nc(CC4CC4)no3)CC2)cc1	-1.4	19	17	11	10	-4	3	-14
CCc1c(O)nc(SCC(=O)N2CCOCC2)n(-c2ccccc2)c1=O	-0.1	12	16	9	1	3	10	-5
O=C(CCSc1ccccc1)NC1CCCCCC1	5.8	25	-48	26	14	-1	-79	2
Cn1c(=O)n(C)c2cc(NS(=O)(=O)c3ccc(F)cc3)ccc21	-1.4	9	41	23	3	0	-7	1
c1ccc(Cn2nnnc2CN2CCN(Cc3ccc4c(c3)OCO4)CC2)cc1	-1.9	-7	20	11	-6	-3	2	-3
COc1ccccc1CN1CCN(Cc2ccco2)CC1	0.4	2	-1	-5	16	-2	13	-12
Cc1cc(C)cc(OCCn2ccnc2)c1	1.8	-15	6	-2	-34	-4	8	-19
CN(C(=O)COC(=O)c1ccc(Cl)c(S(=O)(=O)N2CCCCC2)c1)C1(C#N)CCCCC1	-1.2	13	25	21	9	-3	8	12
O=C(O)c1ccc(/C=N/Nc2ccc(F)cc2F)cc1	-3.4	20	-140	-236	-30	-4	-117	-39
O=C(NCc1cccs1)C1CCCN1S(=O)(=O)c1ccccc1F (centres undefined)	0.2	-8	3	-8	22	-4	4	-11
Cc1cc(C(=O)NC2CC(C)(C)Cc3c2cnn3-c2ccccc2)n[nH]1 (centres undefined)	2.7	14	-9	5	15	0	10	7
CCn1c(NCCc2ccc(OC)c(OC)c2)nc2c1c(=O)n(C)c(=O)n2C	-1.9	7	14	-33	15	4	8	4
Cc1ccc(S(=O)(=O)NC(=O)c2cc(C)n(CC(c3ccccc3)N(C)C)c2C)cc1 (centres undefined)	-0.5	-3	1	7	2	-1	7	7
CCCCNC(=O)N1CCCC(C(=O)c2cc(C)c(OC)c(C)c2)C1 (centres undefined)	-1.4	7	2	0	-27	-4	-5	-14
COCC(=O)Nc1c(C(=O)N2CCCC2)oc2ccccc12	1.6	2	19	7	5	4	-9	4
C=CCn1cnc2c(nnn2Cc2ccc(F)cc2)c1=O	5.9	1	-23	-7	-15	-2	-10	-16

An excerpt from above in order of the Mdm2 MdmX PPI value, descending:
SMILES	Mdm2 MdmX PPI	697 NFkB inh	tim10-1 inh	UPR XBP1 act	Jurkat NFkB inh
CCc1c(O)nc(SCC(=O)N2CCOCC2)n(-c2ccccc2)c1=O	16	9	1	3	10
Cc1cc(C(=O)NC2CC(C)(C)Cc3c2cnn3-c2ccccc2)n[nH]1 (centres undefined)	-9	5	15	0	10
C=CCn1cnc2c(nnn2Cc2ccc(F)cc2)c1=O	-23	-7	-15	-2	-10
